# Screens: PubChem, several laboratories
# MsrA inh: bovine MsrA enzyme inhibitors, primary screen, biochemical, absorbance, HTS; Methionine sulfoxide reductase A (Bos taurus); purified bovine MsrA, absorbance read-out; inhibition, % at 15.5 µM; 360,000 compounds, 0.75% hits; AID 651718, 2012; in the data active = inhibition above about 4.5%;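 note: 0% = vehicle wells with enzyme and 100% = reference inhibitor wells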
# Rpn11 inh: Rpn11 (PSMD14) deubiquitinase inhibitors, primary screen, biochemical, fluorescence polarization, uHTS; 360,000 compounds, 0.59% hits; human 26S proteasome, Ub4-pepOG fluorescence polarization; 20S core pre-blocked with epoxomicin; calls only at 20 µM; 26S proteasome non-ATPase regulatory subunit 14 (Homo sapiens), O00487; AID 588493, 2011;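 active = inhibition at 20 µM, scaled to each plate's controls, above about 33%, limit read from the data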
# Target sequence (O00487 whole entry, looked up): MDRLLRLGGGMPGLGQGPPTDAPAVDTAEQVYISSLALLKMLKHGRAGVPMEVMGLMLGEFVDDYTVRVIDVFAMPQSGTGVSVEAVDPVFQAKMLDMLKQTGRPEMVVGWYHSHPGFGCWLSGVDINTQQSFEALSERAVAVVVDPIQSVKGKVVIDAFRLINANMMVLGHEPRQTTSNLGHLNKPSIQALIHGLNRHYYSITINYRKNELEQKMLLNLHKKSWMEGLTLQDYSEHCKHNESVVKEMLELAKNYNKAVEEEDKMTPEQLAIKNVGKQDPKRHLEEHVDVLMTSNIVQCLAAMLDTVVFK
# Scp-1 inhibitor: Scp-1 phosphatase inhibitors, primary screen, biochemical, colorimetric, uHTS | Carboxy-terminal domain RNA polymerase II polypeptide A small phosphatase 1 (Homo … | Recombinant Scp1, phosphopeptide, malachite green phosphate absorbance | inhibition, % at 20 µM | 340,000 compounds, 0.88% hits | AID 493091, 2011;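 active = inhibition above about 50% at 20 µM, limit read from the data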;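 note: plate controls were DMSO wells with enzyme for no effect and wells lacking enzyme for full effect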
#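 Incubation: 45 min enzyme reaction at room temperature / System: truncated SCP-1 phosphatase (76-261aa) / Reagent: Phospho 17-mer peptide substrate / Buffer or medium: Acidic Tris acetate buffer with magnesium and detergent / Signal: absorbance at 630 nm / Doses: one concentration, 20 µM, with 1.0% DMSO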
# LMPTP block: LMPTP phosphatase inhibitors, primary screen, biochemical, fluorescence intensity, uHTS. Low molecular weight phosphotyrosine protein phosphatase (Homo sapiens), P24666. recombinant LMPTP-A, OMFP fluorogenic substrate. inhibition, % at 20 µM. 360,000 compounds, 0.22% hits. AID 651560, 2012;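 active = compounds that cut the enzyme signal by at least half of the control window in the single-dose screen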;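 note: plate controls were DMSO wells with enzyme plus substrate for no effect and substrate without enzyme for full effect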
# Target sequence (P24666 whole entry, looked up): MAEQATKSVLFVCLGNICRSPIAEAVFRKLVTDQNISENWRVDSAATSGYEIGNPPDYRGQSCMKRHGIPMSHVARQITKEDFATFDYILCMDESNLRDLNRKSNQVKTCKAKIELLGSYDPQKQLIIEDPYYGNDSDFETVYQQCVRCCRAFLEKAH
#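 Buffer or medium: Bis-Tris pH 6.0, DTT, detergent; Assay system: LMPTP-A enzyme; Quantity: 0.625 nM enzyme; Detection: endpoint fluorescence intensity; Times: 50 min dark incubation at room temperature; Controls: substrate-only low control, DMSO enzyme-plus-substrate high control; Doses: single 20 µM dose; Read-out: percent inhibition versus substrate-only and uninhibited controls; Reagent: 400 µM OMFP.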
# TbMetRS inhib: T. brucei MetRS inhibitors, primary screen, biochemical, luminescence | 360,000 compounds, 0.4% hits | purified T. brucei MetRS, ATP depletion, Kinase-Glo luminescence | methionyl-tRNA synthetase (Trypanosoma brucei brucei) | inhibition, % at 11.9 µM | AID 624268, 2012;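 active = inhibition above a per-plate cutoff of the control wells' mean inhibition plus 3 SD, cut at about 5.5% in these data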;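 note: 0% = DMSO wells median and 100% = median of wells with control inhibitor compound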
#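 technique = Kinase-Glo luminescence, ATP depletion format | system = purified MetRS (methionyl-tRNA synthetase) enzyme from Trypanosoma brucei | timing = 15 min preincubation, 2 h reaction, all 25 °C | evaluation = percent inhibition versus plate control medians | dosing = single dose, 11.9 µM final nominal, 0.9% final DMSO | also added = substrates ATP, L-methionine and bulk Escherichia coli tRNA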
# STEP inh: STEP phosphatase inhibitors, primary screen, biochemical, fluorescence intensity, uHTS | Tyrosine-protein phosphatase non-receptor type 5 (Homo sapiens), P54829 | recombinant STEP, OMFP fluorogenic substrate | inhibition, % at 20 µM | 360,000 compounds, 0.25% hits;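 active = inhibition at 20 µM, scaled per plate between control wells, above about 37%, limit read from the data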;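 note: 0% = DMSO with enzyme and substrate and 100% = substrate only without enzyme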
#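 medium = Bis-Tris buffer pH 6.0, 2.5 mM DTT, 0.005% Tween 20 | test system = STEP (striatal-enriched tyrosine phosphatase) enzyme, cell-free | measure = normalized % inhibition | compound dosing = 20 µM, 1% DMSO | also added = 25 µM OMFP | schedule = reaction 20 min, ambient temperature | measured by = fluorescence read at 480 nm ex / 540 nm em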
# NadD block: inhibitors of S. aureus NadD, primary screen, biochemical, colorimetric, uHTS; 360,000 compounds, 0.78% hits; Nicotinate-nucleotide adenylyltransferase NadD (Staphylococcus aureus N315); purified NadD enzyme, colorimetric absorbance read-out; inhibition, % at 20 µM; in the data active = inhibition above about 26%; note: some compounds past the cut are filed as inactive
# CSN deneddyl inh: inhibitors of CSN-mediated cullin deneddylation, primary screen, biochemical, fluorescence polarization, uHTS; COP9 signalosome complex subunit 5 (Homo sapiens), Q92905; Purified CSN, SCF-Nedd8-OG deneddylation; inhibition, % at 12.5 µM; 360,000 compounds, 0.38% hits; AID 651999, 2013;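 active = pattern-corrected inhibition above about 35%, with an unprinted fluorescence ratio check between 0.5 and 1.5, limit read from the data, passing the limit was not always enough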;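 note: 0% = enzyme with substrate and 100% = substrate without enzyme; some results filed as inactive read as strong as hits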
# Target sequence (Q92905 whole entry, looked up, one chain of several): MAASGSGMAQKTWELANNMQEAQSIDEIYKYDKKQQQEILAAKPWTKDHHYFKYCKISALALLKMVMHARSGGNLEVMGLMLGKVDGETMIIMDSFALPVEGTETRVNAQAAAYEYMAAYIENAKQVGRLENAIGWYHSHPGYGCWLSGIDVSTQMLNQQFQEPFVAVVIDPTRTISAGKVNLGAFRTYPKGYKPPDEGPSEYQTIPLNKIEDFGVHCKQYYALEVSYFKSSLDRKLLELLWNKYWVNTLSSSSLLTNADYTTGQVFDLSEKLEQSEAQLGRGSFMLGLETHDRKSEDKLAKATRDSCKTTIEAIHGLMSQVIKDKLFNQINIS
#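 Assay system: purified human Csn5 enzyme expressed in HEK293T cells; Input: 0.24 nM Csn5 enzyme, final concentration; Reagent: 10 nM SCFSkp2-Nedd8OG; Compound dosing: 12.5 µM single point; Times: reaction 90 min, room temperature; Technique: fluorescence polarization readout.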
# DNMT1 block: human DNMT1 methyltransferase inhibitors, primary screen, biochemical, molecular beacon, fluorescence, HinP1I cleavage, uHTS. inhibition (reported as % activation of signal), % at 10 µM. 360,000 compounds, 0.83% hits. AID 588458, 2011; in the data active = inhibition above about 50%
# SUMO1 PPI mod: modulators of SUMO1 protein-protein interactions, primary screen, biochemical, uHTS | AID 602429, 2012 | inhibition, % at 20 µM | 360,000 compounds, 0.33% hits | Small ubiquitin-related modifier 1 (Homo sapiens), P63165 | SUMO1 binding to a labelled peptide, TR-FRET, 1 h; in the data active = inhibition above about 37%
# Target sequence (P63165 whole entry, looked up): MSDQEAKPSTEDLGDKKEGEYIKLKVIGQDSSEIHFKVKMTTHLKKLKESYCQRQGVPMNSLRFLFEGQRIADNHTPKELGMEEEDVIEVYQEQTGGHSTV
# Numbers without * were called inactive; i = inactive; nt = not tested or not shown; + = active, no number.
molecule	MsrA inh	Rpn11 inh	Scp-1 inhibitor	LMPTP block	TbMetRS inhib	STEP inh	NadD block	CSN deneddyl inh	DNMT1 block	SUMO1 PPI mod
CCCNC(=O)CSc1nc(Cc2ccccc2)nc2ccccc12	0.9	i	-4	-0.8	-0.7	-1	-3	-1	-6	-3
CC(=O)OC[C@H]1O[C@@H](O[C@H]2C[C@]3(C)C(C[C@@H](O)C4C([C@]5(C)CC[C@@H](C(C)(C)O)O5)CC[C@]43C)[C@@]3(C)CC[C@H](O)C(C)(C)C23)[C@H](O[C@@H]2O[C@@H](C)[C@H](O)[C@@H](O)[C@H]2O)[C@@H](O)[C@@H]1O (some centres not stated)	0.0	i	-3	-0.6	-0.1	4	3	3	5	-1
COc1ccc2c(c1)c(C(=O)N/N=C/c1ccc(OC)c(OC)c1)c(C)n2C	1.2	i	-3	-0.3	-0.2	4	3	-1	-1	-12
CCOC(=O)C1CCN(C(=O)c2ccc3c(=O)n4nc(Nc5ccccc5OC)sc4nc3c2)CC1	-0.3	i	nt	1.3	-0.4	0	0	0	3	3
O=C(O)c1ccc(NC(=S)NC(=O)c2ccc(-c3ccc(Br)cc3)o2)cc1	0.0	+	8	80*	-0.3	97*	11	53*	6	86*
Cc1cc(Nc2ccc([N+](=O)[O-])cc2)nc2ccccc12	-1.2	i	-1	8.9	-0.6	-2	4	3	-1	-9
COc1cccc(-c2[nH]nc3c2C(c2ccoc2)C(C#N)=C(N)O3)c1 (configuration not stated)	0.5	i	17	0.5	-0.6	1	3	14	67*	18
CN1CCCC(OC(=O)c2ccc(C(C)(C)C)cc2)C1 (configuration not stated)	0.6	i	-8	-0.8	1.7	-1	-3	-2	1	7
CCC(C)(C)C1CCC(=NNC(=S)Nc2ccccc2)CC1 (configuration not stated)	-0.7	i	-6	2.3	0.5	2	-2	1	-1	-3
COC(=O)CSc1nnc(-c2ccc(S(=O)(=O)NCc3ccccc3Cl)cc2)o1	-0.4	i	-2	-0.9	-0.2	-1	-3	-4	-5	2
CCOC(=O)c1cnn(-c2nc(-c3ccccc3)nc3c2COC(C)(C)C3)c1N	0.5	i	-5	1.1	-0.9	1	-5	3	6	1
CCOC(=O)N1CCC(NC(=O)c2cc(C(=O)Nc3ccc(OCC)cc3)ccc2CO)CC1	-0.8	i	-2	-1.1	0.1	1	-4	1	-3	-1
CC(=O)OCCN(CCOC(C)=O)c1c(C)[nH]c(=O)[nH]c1=O	-0.6	i	-4	-1.2	-0.7	1	6	2	-1	0
CCCc1ncc(C(O)(c2ccccc2)c2ccccc2)n1C	0.6	i	-5	-2.0	-0.3	-2	-2	-18	0	1
CC(C)C(OC(=O)c1nsc(Cl)c1Cl)C(=O)NCc1ccccc1 (configuration not stated)	-1.2	i	-4	-1.2	0.8	1	9	4	-1	-1

# Record cards, as listed above. Values in the order: MsrA inh | Rpn11 inh | Scp-1 inhibitor | LMPTP block | TbMetRS inhib | STEP inh | NadD block | CSN deneddyl inh | DNMT1 block | SUMO1 PPI mod
# CN1CCCC(OC(=O)c2ccc(C(C)(C)C)cc2)C1 (configuration not stated) in the list: 0.6 | i | -8 | -0.8 | 1.7 | -1 | -3 | -2 | 1 | 7
# CCOC(=O)C1CCN(C(=O)c2ccc3c(=O)n4nc(Nc5ccccc5OC)sc4nc3c2)CC1 in the list: -0.3 | i | nt | 1.3 | -0.4 | 0 | 0 | 0 | 3 | 3
# COC(=O)CSc1nnc(-c2ccc(S(=O)(=O)NCc3ccccc3Cl)cc2)o1 in the list: -0.4 | i | -2 | -0.9 | -0.2 | -1 | -3 | -4 | -5 | 2

# Next part
molecule	MsrA inh	Rpn11 inh	Scp-1 inhibitor	LMPTP block	TbMetRS inhib	STEP inh	NadD block	CSN deneddyl inh	DNMT1 block	SUMO1 PPI mod
COc1ccc(/C=C2\Sc3ccc(C(=O)NCC4CCCO4)cc3N(C)C2=O)cc1 (configuration not stated)	-0.2	i	1	1.1	-0.3	2	-14	-6	-4	-14
COc1ccc(-c2nc3c(Cl)cc(C(F)(F)F)cn3c2Cc2ccc(C)cc2)cc1OC	-0.1	i	nt	3.9	0.7	-3	5	4	-15	6
COc1cc(OC)cc(C(=O)O/N=C(\N)c2ccncc2)c1	2.7	i	-4	-0.6	-0.4	-1	-2	-2	2	4
CCCOC(=O)Nc1cccc(C(C)=O)c1	1.4	i	-2	-0.6	-0.2	-4	9	-3	0	-1
COc1ccc(CC(=O)Nc2cc(C)ccn2)cc1OC	-0.8	i	-7	-0.4	0.1	0	0	3	2	5
CCOc1cc(/C=N/NC(=O)C(=O)N2CCCC2)ccc1O	-0.1	i	-13	-1.0	0.4	2	-6	1	2	-4
COc1ccc(C2C(C(=O)c3ccco3)=C(O)C(=O)N2c2nnc(C)s2)cc1OC (configuration not stated)	1.1	i	-5	-1.1	0.2	-5	-4	3	12	-23
Cc1cccc(C(=O)NNC(=O)c2ccccc2C)c1	1.8	i	-1	1.0	-0.4	1	4	-1	8	0
COCC(=O)NCc1nc2ccccc2[nH]1	0.5	i	-6	-2.0	0.7	0	5	7	3	2
CC(/C=C/c1ccccc1)=N\NC(=O)Cn1nc(C)cc1C	0.1	i	-6	-1.4	-0.4	-3	-4	1	10	-9
O=C(NC1=NCCS1)c1ccc(Cl)c(S(=O)(=O)N2CCCCCC2)c1	1.5	i	-1	0.1	-0.8	-3	-3	3	0	0
CC1(C)Cc2nc3sc4c(SCC(=O)NCc5ccccc5)ncnc4c3cc2CO1	0.6	i	0	0.8	0.1	4	1	-1	-8	-16
COc1ccc(CN2C(=O)C(CC(=O)NCCc3ccccn3)CC(C(=O)N(C(C)C)C(C)C)=C2C)cc1 (configuration not stated)	0.4	i	nt	-2.0	-0.7	-1	9	2	4	4
COc1ccc(-c2noc(CCC(=O)NCCc3cccc(C)c3)n2)cc1	-1.1	i	-12	0.7	-0.1	1	-1	-2	1	2
FC(F)(F)c1ccccc1NC(=S)Nc1cccc2cnccc12	0.3	i	-4	-0.4	-0.8	1	2	33	-15	-14
OCC[C@H]1C[C@@H](O)[C@H](O)[C@@]2(CCCc3ccccc3O2)O1	-0.8	i	18	0.2	-0.3	-1	3	-1	5	1
CCc1[nH]nc(C(=O)N2CCCC(N3CCN(c4ccccc4C)CC3)C2)c1C (configuration not stated)	-0.7	i	-8	-1.1	-0.3	-2	4	1	0	1
CCOCCOCCC(C(=O)O)P(=O)(c1ccccc1)c1ccccc1 (configuration not stated)	0.3	i	-8	-2.0	1.2	0	2	2	3	-1
COc1cc(/C=C(\C#N)C(=O)N2CCCCC2)ccc1O	2.1	i	-6	-1.0	0.3	1	-7	0	3	4
O=C(Nc1ccc(Cl)cc1)NN1CC(=O)N(c2cccc(C(F)(F)F)c2)CC1=O	1.2	i	-7	-4.1	1.0	-4	-5	-3	4	5
COc1ccc(NC(=O)C2=NN(c3ccccc3)C(=O)CC2)cn1	0.8	i	-6	-0.6	-0.2	-1	0	-2	-11	0
O=C(CCN1C(=O)/C(=C/c2ccccc2Cl)SC1=S)NN1CCOCC1	0.3	i	4	2.8	-0.3	-1	3	0	0	-34
O=C(Cc1c(O)c2ccccc2[nH]c1=O)NCc1cccc(F)c1	nt	i	-3	-0.4	-1.1	-3	-5	-1	6	0
CCNC(=S)Nc1ccc(C)c(Cl)c1	-0.9	i	-1	-1.6	-0.5	7	-6	-4	-1	2
Cc1cccc(C(O)c2ncc(-c3ccc4ccccc4c3)[nH]2)c1C (configuration not stated)	0.9	i	nt	1.4	-0.1	-3	8	3	6	2
COc1ccc(C(=O)Nc2ccc(S(=O)(=O)N3CCOCC3)cc2)cc1[N+](=O)[O-]	0.9	i	-2	-1.0	-0.8	1	5	0	2	-23
O=C(NCCc1ccc(Cl)cc1)c1cccc(NC2=NC3CS(=O)(=O)CC3S2)c1 (configuration not stated)	-0.3	i	-1	-0.6	0.0	-5	-2	-1	0	0
CN(C)CCCn1c(=S)[nH]c2sc3c(c2c1=O)CCCC3	1.9	i	-5	-1.9	0.2	5	-6	3	-3	5
Cc1nc([N+](=O)[O-])c(N2CCOCC2)n1Cc1ccccc1	0.1	i	-11	-0.3	-0.4	-2	-1	-3	5	-1
COCCNC(=O)c1onc(CSc2ccccc2F)c1C(=O)O	-1.5	i	0	-1.0	-0.1	2	-5	0	9	0
COCCCNC(=S)N1CCN(C(=O)c2ccco2)CC1	0.1	i	-11	-1.1	-0.6	-4	1	-19	-3	-3
COc1ccc(-n2cnnc2SCC(=O)Nc2cc(C(C)(C)C)nn2-c2ccccc2)cc1	-0.9	i	-2	-1.8	-0.9	2	-5	-4	0	-2

# Part of the list above in order of molar mass, ascending.
molecule	MsrA inh	Rpn11 inh	Scp-1 inhibitor	LMPTP block	TbMetRS inhib	STEP inh	NadD block	CSN deneddyl inh	DNMT1 block	SUMO1 PPI mod
COc1ccc(-c2noc(CCC(=O)NCCc3cccc(C)c3)n2)cc1	-1.1	i	-12	0.7	-0.1	1	-1	-2	1	2
COC(=O)CSc1nnc(-c2ccc(S(=O)(=O)NCc3ccccc3Cl)cc2)o1	-0.4	i	-2	-0.9	-0.2	-1	-3	-4	-5	2
CCOC(=O)C1CCN(C(=O)c2ccc3c(=O)n4nc(Nc5ccccc5OC)sc4nc3c2)CC1	-0.3	i	nt	1.3	-0.4	0	0	0	3	3
